# PAFAH1B2 inh: PAFAH1B2 (human) inhibition | P68402 | recombinant PAFAH1B2, FP-rhodamine activity probe, fluorescence polarization | inhibition, % at 3.39 µM | 340,000 tested, 1.2% active | AID 492953;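 active = inhibition above the mean of all tested compounds plus 3 SD, cut at about 24% in these data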;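 note: 0% = enzyme with DMSO and 100% = wells lacking PAFAH1B2; many of its hits are not listed in these tables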
# LYPLA1 counter: LYPLA1 (human) inhibition in PME1 counter-screen; inhibition, % at 5.9 µM; O75608; 320,000 tested, 0.16% active; recombinant LYPLA1, FP-Rh probe fluorescence polarization;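 active = inhibition above the mean of all tested compounds plus 3 SD, set per campaign, cut at about 14% in these data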;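 note: inhibitors block serine hydrolase probe labeling of LYPLA1 so polarization falls; 0% = enzyme with DMSO and 100% = wells lacking LYPLA1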
# GSTO1 inh: blocks human GSTO1 in RBBP9 counter-screen. P78417. recombinant GSTO1, activity-based probe fluorescence polarization. inhibition, % at 5.96 µM. 300,000 tested, 1.1% active. AID 1974;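 active = inhibition above the campaign mean inhibition plus 3 SD, cut at about 35% in these data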;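 note: 0% = GSTO1-1 with DMSO and 100% = wells lacking GSTO1-1 enzyme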
# Target sequence (P78417 whole entry, looked up): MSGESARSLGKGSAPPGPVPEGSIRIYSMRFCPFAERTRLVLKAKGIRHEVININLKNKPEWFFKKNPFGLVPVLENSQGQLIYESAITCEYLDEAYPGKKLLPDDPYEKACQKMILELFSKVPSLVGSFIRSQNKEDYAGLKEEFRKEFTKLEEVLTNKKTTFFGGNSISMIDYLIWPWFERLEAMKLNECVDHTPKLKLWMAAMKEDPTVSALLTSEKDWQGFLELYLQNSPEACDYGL
# PREPL inh: human PREPL enzyme inhibition; 320,000 tested, 0.68% active; Q4J6C6; inhibition, % at 5.96 µM; AID 2751; recombinant PREPL, fluorescence polarization activity-based probe; in the data active = inhibition above about 43%;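 note: 0% = enzyme with DMSO and 100% = wells lacking enzyme; many of its hits are not listed in these tables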
# pPAFAH inh: inhibitors of human plasma PAF acetylhydrolase (pPAFAH); Q13093; recombinant pPAFAH, FP-rhodamine probe fluorescence polarization; inhibition, % at 3.39 µM; 330,000 tested, 1.5% active;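 active = inhibition above the mean inhibition across the screen plus 3 SD, cut at about 25% in these data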;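 note: inhibitors block binding of the rhodamine activity-based probe so polarization drops; 0% = enzyme with DMSO and 100% = wells lacking pPAFAH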
# Target sequence (Q13093 whole entry, looked up): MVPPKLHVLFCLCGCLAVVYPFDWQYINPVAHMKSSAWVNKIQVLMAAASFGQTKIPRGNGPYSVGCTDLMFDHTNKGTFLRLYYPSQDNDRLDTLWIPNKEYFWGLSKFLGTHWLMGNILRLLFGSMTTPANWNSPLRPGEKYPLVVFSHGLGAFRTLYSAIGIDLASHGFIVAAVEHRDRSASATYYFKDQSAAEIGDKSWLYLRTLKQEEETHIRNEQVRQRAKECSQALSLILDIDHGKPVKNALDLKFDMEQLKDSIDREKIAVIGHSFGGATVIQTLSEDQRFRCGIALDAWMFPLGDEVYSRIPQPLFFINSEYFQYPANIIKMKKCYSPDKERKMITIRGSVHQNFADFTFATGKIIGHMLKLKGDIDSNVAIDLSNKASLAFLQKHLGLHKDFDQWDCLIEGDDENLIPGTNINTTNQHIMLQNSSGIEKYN
# LYPLA2 inh: blocks human lysophospholipase 2, a PME1 counter-screen; 320,000 tested, 0.38% active; recombinant LYPLA2, FP-Rh probe fluorescence polarization; O95372; inhibition, % at 5.9 µM;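 active = inhibition above the screen-wide mean plus 3 SD, limit set per campaign, cut at about 26% in these data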;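 note: 0% = LYPLA2 with DMSO and 100% = wells lacking LYPLA2 enzyme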
# Target sequence (O95372 whole entry, looked up): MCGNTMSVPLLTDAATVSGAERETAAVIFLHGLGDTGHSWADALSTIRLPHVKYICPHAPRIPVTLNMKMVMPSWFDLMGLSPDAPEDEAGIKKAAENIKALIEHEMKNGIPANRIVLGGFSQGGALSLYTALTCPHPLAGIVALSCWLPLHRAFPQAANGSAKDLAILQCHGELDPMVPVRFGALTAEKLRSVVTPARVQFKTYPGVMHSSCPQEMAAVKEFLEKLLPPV
# PME-1 primary: PME-1 (human) inhibition. inhibition, % at 5.9 µM. 320,000 tested, 0.53% active. recombinant PME-1, FP-Rh probe fluorescence polarization. Q9Y570;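 active = inhibition above the campaign mean of all compounds plus 3 SD, cut at about 26% in these data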;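 note: competitive labeling of PME-1 active site by serine hydrolase directed probe; 0% = PME-1 with DMSO and 100% = wells lacking PME-1 enzyme; inhibitors block probe labeling so polarization falls and inhibition rises; many of its hits are not listed in these tables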
# PAFAH1B3 FP inh: PAFAH1B3 (human) inhibition; recombinant PAFAH1B3, FP-rhodamine probe, fluorescence polarization; 340,000 tested, 0.28% active; AID 492972; Q15102; inhibition, % at 3.39 µM;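 active = inhibition above the screen-wide average of all tested compounds plus 3 SD, cut at about 25% in these data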;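 note: 0% = enzyme with DMSO only and 100% = wells lacking PAFAH1B3 protein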
# PAD4 inh: inhibitors of human PAD4; Q9UM07; recombinant PAD4, RCA probe fluorescence polarization; inhibition, % at 6.36 µM; 330,000 tested, 0.41% active; AID 485272;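 active = percent inhibition above a cutoff equal to the mean of all tested compounds plus 3 SD, cut at about 15% in these data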;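 note: 0% = PAD4 with RCA probe and DMSO and 100% = probe without PAD4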
# Starred values were filed as active, the others as inactive; nt = no result given. Some of the compounds tested; rates above refer to the full screens.
SMILES,PAFAH1B2 inh,LYPLA1 counter,GSTO1 inh,PREPL inh,pPAFAH inh,LYPLA2 inh,PME-1 primary,PAFAH1B3 FP inh,PAD4 inh
CCN(CCO)c1nc(NCc2ccccc2)c2cnn(C)c2n1,-3,-1,1,-4,3,5,-2,3,-2
O=c1oc2ccccc2c(Nc2ccccc2)c1CN1CCCCC1,-2,0,-1,14,-5,-4,-1,5,-1
CC(=O)NC1=NN(C(C)=O)C(C)(CCS(=O)(=O)c2ccc(Cl)c(Cl)c2)S1 (stereo unspecified),5,4,-2,-13,-6,0,-5,9,-8
CC(C)c1ccc(C2NC(=O)NC3=C2CCc2ccccc23)cc1 (stereo unspecified),1,0,2,19,5,4,3,1,-4
Cc1ccc(-n2nnc3c(=O)n(CC(=O)NCc4ccco4)cnc32)cc1,2,0,4,-8,-2,2,0,3,-5
Cc1cc(=O)oc2cc(OCC(=O)N/N=C/c3ccccc3[N+](=O)[O-])ccc12,0,2,17,-20,10,-1,-4,-1,-5
Cc1cc(C)c(S(=O)(=O)N(C2=NCCS2)S(=O)(=O)c2c(C)cc(C)cc2C)c(C)c1,1,-1,7,8,0,-10,-1,6,-1
c1ccc(-c2nc3ccccc3nc2-c2ccccn2)nc1,4,2,3,24,4,8,4,7,1
COc1ccc(CC(=O)N/N=C/C=C/c2cccc([N+](=O)[O-])c2)cc1OC,nt,-1,1,8,4,-2,5,nt,-1
CC(C)c1nc2sc(C(=O)O)c(N)c2c2c1CCCC2,3,0,0,0,2,-1,-1,2,3
Cc1nc2ccccc2nc1N/N=C/c1ccc(O)cc1,-3,1,-9,27,-9,0,9,3,-7
CCn1c(=O)c2c(nc3n2CCCN3c2cccc(C)c2)n(C)c1=O,0,0,1,7,0,0,5,6,10
CCOCCCNC(=O)C1CCN(S(=O)(=O)c2c(C)noc2/C=C\c2ccc(OC)cc2)CC1,6,3,0,3,-1,-1,-4,4,1
COc1ccc(NC(=O)CCC2CCCC2)cc1OC,-2,1,2,8,0,-2,-3,-5,-2
Cc1nn(-c2ccccc2)c(/N=C/c2ccc(O)cc2)c1-c1ccccc1,2,-1,-1,-1,6,-1,1,-6,0
CCOc1ccccc1NC(=O)c1ccc2c(=O)n3c(nc2c1)CCCCC3,9,-4,-2,-7,-3,5,-8,6,2
N/C(=N\OC(=O)c1ccccc1)c1ccccn1,1,0,-2,1,8,4,4,12,1
O=C(NCc1cccs1)c1cc2c(s1)-c1ccccc1OC2,-1,-14,-11,1,8,-14,-9,1,-4
CCOC(=O)c1c(NC(=S)NC(=O)/C=C/c2cccs2)sc(C)c1C,0,-2,4,17,3,-3,-2,7,-1
COc1ccc(/C=N/n2c(SC)nnc2-c2ccccc2)cc1C,-1,-3,5,-8,2,-5,1,1,2
COc1cc(Cl)c(C)cc1NC(=O)CSC,-2,2,12,-2,3,-1,-2,1,-3
COc1ccc(S(=O)(=O)N2CCC(C(=O)N(CC(C)C)C3CCS(=O)(=O)C3)CC2)cc1OC (stereo unspecified),2,2,3,-1,5,3,5,7,1
O=c1nc2ccccc2c2n1CC(CN1CCN(c3cccc(Cl)c3)CC1)N2 (stereo unspecified),2,-1,5,2,0,8,4,-2,-2
O=C(c1ccco1)N1CCN(Cc2cccnc2)CC1,-1,-3,-9,1,0,-5,-1,9,-4
COc1ccc2c(CC(=O)N[C@@H](Cc3ccccc3)C(=O)O)cc(=O)oc2c1,8,-3,-1,-6,3,-5,1,-1,2
Cc1oc(-c2ccc(Cl)cc2)nc1CS(=O)CC(=O)NC1CCCCC1 (stereo unspecified),4,4,-1,6,7,7,2,8,-2
CN(C)c1c([N+](=O)[O-])cc2[nH]c(=O)[nH]c2c1[N+](=O)[O-],4,7,-16,-1,-1,7,0,3,4
Cc1cccc(NC(=O)c2cccc(N3C(=O)C4C5C=CC(C6CC56)C4C3=O)c2)c1 (stereo unspecified),6,-3,-1,-10,-6,3,-2,2,-4
CCn1cc(C(=O)NCC2COc3ccccc3O2)c2cc(OC)c(OC)cc2c1=O (stereo unspecified),-3,-1,-5,4,-1,-3,-8,-9,-8
COc1ccccc1N1CCN(C2CCCN(C(=O)CCc3c(C)noc3C)C2)CC1 (stereo unspecified),-1,3,-5,13,-6,-5,-3,0,-4
O=C1C(c2ccccc2)=[N+]([O-])c2ccccc21,5,0,64*,6,5,5,6,28*,-12
COc1ccccc1N1CCN(S(=O)(=O)c2ccc(-n3cnnn3)cc2)CC1,7,0,-1,-4,2,4,-2,11,-3
Cc1cn(CC2COC(C)(C)O2)c(=O)[nH]c1=O (stereo unspecified),5,0,1,4,2,1,1,2,-3
CCN(CC)C(=O)[C@H]1C[C@H](CC(=O)NC/C=C(\C)CCC=C(C)C)C(=O)N2CCc3c([nH]c4ccc(Cl)cc34)[C@]12C,1,nt,nt,nt,8,nt,nt,6,-1
Cc1cccc(C)c1-n1cccc1/C=C1/C(=N)N2C(=NC1=O)SN=C2S(C)(=O)=O,2,-1,-23,-18,-43,3,-15,-4,-4
Cc1ccc(S(=O)(=O)N2CCCC(C(=O)NCc3ccc4c(c3)OCO4)C2)cc1 (stereo unspecified),5,8,17,-4,-2,4,-1,1,5
CCOC(=O)Cn1c(CN(Cc2ccccc2)Cc2ccccc2)nc2c1c(=O)n(C)c(=O)n2C,1,1,-2,-12,8,2,3,7,-4
Cc1cc(F)ccc1NC(=O)Nc1ccc2c(c1)OCO2,0,4,9,12,-5,0,3,0,-6
CCOC(=O)N1CCN(CCC(=O)Nc2cc(C)ccc2C)CC1,3,2,7,10,1,-7,0,4,4
COc1ccc(-c2cn3cccnc3n2)cc1NC(=O)C(C)Oc1ccccc1 (stereo unspecified),3,-1,1,16,4,-1,-6,1,6

# 2 neighbouring compounds already listed:
SMILES,PAFAH1B2 inh,LYPLA1 counter,GSTO1 inh,PREPL inh,pPAFAH inh,LYPLA2 inh,PME-1 primary,PAFAH1B3 FP inh,PAD4 inh
CCOC(=O)N1CCN(CCC(=O)Nc2cc(C)ccc2C)CC1,3,2,7,10,1,-7,0,4,4
COc1ccc(-c2cn3cccnc3n2)cc1NC(=O)C(C)Oc1ccccc1 (stereo unspecified),3,-1,1,16,4,-1,-6,1,6

# (next part)
SMILES,PAFAH1B2 inh,LYPLA1 counter,GSTO1 inh,PREPL inh,pPAFAH inh,LYPLA2 inh,PME-1 primary,PAFAH1B3 FP inh,PAD4 inh
COC(=O)c1ccc2c(=O)[nH]c(COC(=O)c3[nH]c(C)c(C(C)=O)c3C)nc2c1,-5,nt,nt,-6,-2,nt,nt,8,-5
CS(=O)(=O)CC(=O)Nc1ccc2nc3n(c(=O)c2c1)CCCCC3,2,6,1,-4,-2,8,5,7,3
CCCOC(=O)c1ccc(NC(=O)c2ccoc2C)cc1,-2,-4,1,6,4,-1,-5,2,-6
Cc1ccc(C(=O)N2C(=O)C(c3ccccc3)Oc3ccccc32)cc1 (stereo unspecified),8,-7,20,-4,-1,-3,-4,9,-6
Cc1cc(C(=O)N=Nc2c(O)n(C(C)C)c3ccccc23)n[nH]1,-1,0,-1,7,2,-1,14,12,-2
NC(=O)CSc1nnc(-c2ccccn2)n1N,5,0,0,6,-1,3,-1,0,2
CCOc1cccc(C2C(C(=O)c3ccco3)=C(O)C(=O)N2c2nnc(C)s2)c1 (stereo unspecified),9,-4,nt,0,2,3,-1,3,-5
OC(CN1C2=NCCCN2c2ccccc21)c1ccc(Br)cc1 (stereo unspecified),3,2,-2,-22,-8,-1,-6,2,-3
COc1ccc(-c2nc3c(-c4ccc(Cl)cc4)cnn3cc2C)cc1F,1,1,9,13,1,1,-6,3,-5
Cc1csc(NC(=O)CCCNC(=O)c2ccc(Cl)cc2)n1,9,-8,nt,4,1,-3,0,8,-1
COc1cccc(NC(=O)Cn2nnc(-c3ccccc3N)n2)c1,-4,-1,4,7,1,4,6,7,6
CCOC(=O)Cc1ncccc1C(=O)Nc1ccc(Oc2ccccc2)cc1,2,0,8,-1,0,3,-1,10,-4
O=C(Nc1nccs1)c1ccc(-c2ccc([N+](=O)[O-])cc2)o1,0,-12,1,-2,3,-16,-17,2,0
O=C(COC(=O)CN1C(=O)C2CCCCC2C1=O)NCc1ccc(Cl)cc1Cl (stereo unspecified),2,-2,nt,10,2,-4,2,-6,1
O=C1NCCOC(=O)[C@H](Cc2ccc(F)cc2)C/C=C\C[C@H]1CC(=O)N(CCO)Cc1ccccc1,30*,nt,nt,12,7,nt,nt,4,0
Cc1cccc(C)c1NC(=O)Nc1ccc2c(c1)OCO2,2,-1,11,3,3,6,-2,5,-1
CCCOc1cc(C)c(S(=O)(=O)N2CCOCC2)cc1C,nt,-2,-1,-2,5,-3,-7,nt,-5
O=c1cc(O)nc(SCc2ccc(Cl)cc2)[nH]1,56*,-3,2,-5,16,-3,-5,11,2
CCOc1ccc(NC(C)c2cc(Cl)ccc2O)cc1 (stereo unspecified),2,3,0,-7,5,7,4,0,0
COc1cc(C(=O)NCc2nnc(SCC(=O)NCc3ccccc3)o2)cc(OC)c1OC,4,4,-3,-8,-1,6,-5,1,0
COc1cccc(CCNC(=O)c2cccc(NC(=O)C3=C(C)OCCS3)c2)c1,4,-4,8,8,3,-6,9,7,2
Cc1ccc(C(=O)CC2SC(N)=NC2=O)cc1 (stereo unspecified),5,3,3,19,-1,6,2,7,0
C=C(C)C1Cc2c(C)nn(-c3cccc4ccccc34)c2C1 (stereo unspecified),9,-3,0,1,12,3,0,12,-4
Cc1c(NC(=O)C(C)OC(=O)c2cc3c4ccccc4n(C)c3s2)c(=O)n(-c2ccccc2)n1C (stereo unspecified),-3,-2,-4,10,4,2,2,1,-4
CCc1cccc(OCCn2ccnc2)c1,1,5,-1,3,0,1,-2,3,-2
C[C@@H]1COC(=O)[C@@H](Cc2ccc(F)cc2)C/C=C\C[C@@H](CC(=O)NCCO)C(=O)N1,0,nt,nt,5,0,nt,nt,11,5
COc1cccc(NC(=S)N2CCN(c3ccc([N+](=O)[O-])cc3)CC2)c1,1,-2,-2,-7,4,0,1,10,-1
COc1ccc(/C=C2\Sc3ccc(C(=O)N4CCCC4)cc3N(C)C2=O)cc1OC,-5,1,-24,7,5,4,9,0,6
CN(C)C(=O)CN1C(=O)C2CCCCN2C(=O)c2ccccc21 (stereo unspecified),1,6,3,4,-4,9,-4,-4,3
CC(=O)NCc1ccc(-c2nc3ccccc3s2)cc1,0,4,2,-5,6,2,1,3,3
Cc1cc(=O)oc2cc(OCC(=O)N3CCCC3)c(Cl)cc12,0,-2,nt,3,4,0,0,9,3
CCn1c(-c2ccccc2)csc1=Nc1ccc(S(=O)(=O)O)cc1,4,1,4,-1,19,0,4,3,-3
COc1ccc(-n2c(CCc3ccccc3)nnc2SCC(=O)NCc2ccccc2)cc1,6,-3,-2,7,11,-10,4,-4,3
CC[C@](C)(O)c1cc2ccccc2c(=O)o1,4,nt,nt,11,-2,nt,nt,-3,-1
COc1cc(NC(=O)C2CCCO2)c(OC)cc1NC(=O)c1ccccc1 (stereo unspecified),5,-3,8,-1,6,5,-3,0,-5
Cc1ccc(OCC(=O)OCC(=O)c2ccccc2)cc1C,2,2,0,13,11,29*,4,5,-1
Cc1cccn2c(=O)c(/C=C(\C#N)S(=O)(=O)c3ccccc3)c(N3CCN(c4ccccc4)CC3)nc12,-4,5,5,2,3,10,-3,4,-8
COCCCNC(=O)CN1C(=O)COc2ccc(S(=O)(=O)N3CC(C)CC(C)C3)cc21 (stereo unspecified),5,4,-2,3,3,3,5,9,0
O=C(COC(=O)/C=C/c1ccc(Br)o1)Nc1cccc(S(=O)(=O)N2CCOCC2)c1,3,nt,nt,2,11,nt,nt,-6,1
COc1ccc(NC(=O)CSc2ncccn2)cc1S(=O)(=O)N1CCCCC1,-3,-1,nt,2,1,3,-2,9,-3
